AGP1-GFP MLPCN = modulators of TOR pathway AGP1-GFP in S. cerevisiae; S. cerevisiae AGP1-GFP multiplex flow cytometry, 3 h; GFP as percent of DMSO wells; GFP response vs DMSO, % at 10 µM; hit rate 0.02% among 320,000; AID 2066;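 active means GFP response relative to DMSO above a set limit, near screen average plus 3 SD, cut at about 150% in these data; inconclusive means fewer than 70 cells counted for the yeast strain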;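 further: median GFP channel fluorescence of the gated AGP1 strain per well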
MCL1-BIM inh = MCL1-BIM-BH3 interaction inhibition (human). Q07820. inhibition, % at 10.9 µM. hit rate 0.68% among 320,000. GST-MCL1 / FITC-Bim-BH3 fluorescence polarization;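 active means inhibition above the mean inhibition of all tested compounds plus 3 SD, set per campaign, cut at about 40% in these data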;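 further: 0% = DMSO wells and 100% = unlabeled Bim-BH3 peptide control; higher means more loss of mP so more displacement of Bim peptide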
Target sequence (Q07820 whole entry, looked up): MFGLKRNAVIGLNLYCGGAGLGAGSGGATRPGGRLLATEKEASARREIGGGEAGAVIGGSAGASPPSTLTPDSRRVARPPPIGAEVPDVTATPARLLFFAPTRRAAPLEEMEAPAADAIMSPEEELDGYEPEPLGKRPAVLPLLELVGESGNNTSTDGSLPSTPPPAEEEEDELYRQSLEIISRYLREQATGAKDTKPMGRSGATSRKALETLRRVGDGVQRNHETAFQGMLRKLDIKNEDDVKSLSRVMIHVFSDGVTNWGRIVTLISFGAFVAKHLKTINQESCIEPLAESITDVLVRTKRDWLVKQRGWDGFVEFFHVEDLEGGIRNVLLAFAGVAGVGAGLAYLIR
CR mimetic SO = lowers age-related superoxide in aged yeast cells. S. cerevisiae aged cells, superoxide DHE fluorescence; hits give low values. hit rate 0.18% among 330,000. superoxide response (% of plate mean), % at 10 µM;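 active means superoxide response under a set limit, about three screen SD below normal, cut at about 65% in these data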;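 further: yeast aged for seven days with compound at 30 °C before DHE staining; 100% = average MFI of all compound-treated wells on the plate with controls excluded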
GRK2 aptamer HTS = inhibitors of human GRK2 displacing RNA aptamer; P25098; bead flow cytometry, FAM-aptamer displacement from GRK2; inhibition of aptamer binding, % at 10 µM; hit rate 0.59% among 330,000; AID 488847;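 active means inhibition of aptamer binding above 40%, roughly 3 SD of noise, on plates passing a quality check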;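 further: median bead fluorescence of bound FAM aptamer so fluorescent compounds give negative values; no value below 0 was filed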
MEX-5 binding = C. elegans MEX-5 TCR-2 RNA binding activity; Q9XUB2; MEX-5/FITC-TCR2 RNA binding, fluorescence polarization; hits give low values; activity score (negative = inhibition of binding), % at 10 µM; hit rate 0.38% among 300,000; AID 1832;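 active means inhibition past about -25% in most replicates, and total fluorescence under double the plate's negative control median, limit read from the data; inconclusive means replicates evenly split on the limit, or fluorescence at least double controls; inactive means too little inhibition in most replicates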;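 further: 0% = DMSO and -100% = 5 µM competing unlabeled TCR2 RNA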
GLD-1 TGE inh = GLD-1-TGE RNA interaction inhibition (C. elegans) | purified GLD-1 + fluorescein TGE RNA, fluorescence polarization | inhibition, % at 5.96 µM | hit rate 0.44% among 320,000 | AID 2280;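 active means percent inhibition above a per-plate cutoff, the plate mean of test compounds plus 3 SD, cut at about 30% in these data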;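 further: 0% = DMSO wells with GLD-1 and probe and 100% = wells lacking GLD-1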
Target sequence (Q17339 whole entry, looked up): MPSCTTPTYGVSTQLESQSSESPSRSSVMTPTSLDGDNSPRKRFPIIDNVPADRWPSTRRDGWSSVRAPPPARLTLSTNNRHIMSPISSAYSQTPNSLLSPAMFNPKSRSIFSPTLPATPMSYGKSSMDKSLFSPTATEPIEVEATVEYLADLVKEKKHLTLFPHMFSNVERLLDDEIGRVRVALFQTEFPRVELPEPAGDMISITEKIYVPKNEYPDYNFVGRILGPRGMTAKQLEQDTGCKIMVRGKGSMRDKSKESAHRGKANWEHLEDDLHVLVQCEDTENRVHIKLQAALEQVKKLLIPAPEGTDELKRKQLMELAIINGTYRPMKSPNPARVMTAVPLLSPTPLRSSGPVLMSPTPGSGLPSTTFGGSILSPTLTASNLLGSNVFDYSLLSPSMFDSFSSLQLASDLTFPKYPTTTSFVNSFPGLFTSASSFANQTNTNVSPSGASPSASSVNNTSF
Bcl-xL primary = blocks human Bcl-xL binding to Bim BH3 peptide | Q07817 | GST-Bcl-xL / FITC-Bim BH3 peptide fluorescence polarization | inhibition, % at 10.9 µM | hit rate 0.7% among 320,000 | AID 2129;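 active means inhibition above the mean of all tested compounds plus 3 SD, cutoff set per campaign, cut at about 30% in these data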;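 further: 0% = DMSO wells and 100% = unlabeled Bim-BH3 peptide competitor; inhibitors lower millipolarization by displacing the labeled peptide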
CIT2 TOR yeast = alters CIT2-GFP fluorescence in TOR pathway yeast screen; GFP response vs DMSO, % at 10 µM; AID 2029; hit rate 0.065% among 320,000; S. cerevisiae CIT2-GFP strain, flow cytometry, 3 h; 100 means same as DMSO wells;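 active means GFP response relative to DMSO above a set limit, near the screen mean plus 3 SD, cut at about 150% in these data; inconclusive means Fewer than 70 cells measured for a yeast strain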;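 further: ratio of well median GFP fluorescence to mean of DMSO wells on the plate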
VLA-4 inh = inhibition in a human VLA-4 binding assay. VLA-4 expressing cells, ligand binding flow cytometry. inhibition, % (about 7 µM as worked out from the volumes in the protocol). hit rate 0.2% among 330,000. AID 2557; in the data active means inhibition above about 50%
An asterisk follows results filed as active; ? = inconclusive; nt = not tested or not shown; [ ] = another dose, or the depositor's remark. The list is partial. The share of hits here may be higher or lower than overall.

mol	AGP1-GFP MLPCN	MCL1-BIM inh	CR mimetic SO	GRK2 aptamer HTS	MEX-5 binding	GLD-1 TGE inh	Bcl-xL primary	CIT2 TOR yeast	VLA-4 inh
COC1=CC=C2[C@H]3Cc4ccc(OC)c5c4[C@@]2(CCN3C)C1O5 (stereo not given in full)	100	nt	93	3	nt	7	nt	102	-3
Cn1c(O)c(C(=Nc2ccccc2)SCc2ccccc2Cl)c(=O)n(C)c1=O	77	9	106	0	-0.4	1	7	81	5
CC(=NCc1cccnc1)c1c(O)n(C2CCCCC2)c(=O)[nH]c1=O	95	8	96	2	1.2	1	3	103	-16
CN(C(=O)CNC(=O)OCc1ccccc1)c1ccc(Br)cc1C(=O)c1ccccc1Cl	94	1	91	0	0.6	-1	0	86	-1
CN1CCc2nc3sc(C(=O)NC4CC4)c(N)c3cc2C1	106	7	116	0	-9.5	6	9	107	6
COc1cc(O)c(C(=O)O)c(-c2cc(O)c(O)cc2C)c1	106	28	80	2	-62*	3	17	105	-5
CCC1=Nc2cc(C(=O)N3CCC4(CC3)OCCO4)ccc2Sc2ccccc21	102	5	95	0	-1.1	2	8	102	10
Cn1c(O)c(C=NC2CC(C)(C)NC(C)(C)C2)c(=O)n(C)c1=O	106	1	100	0	-3.0	4	2	103	8
C=CCn1c(O)c(C(C)=Nc2cc(OC)ccc2OC)c(=O)[nH]c1=O	110	3	95	1	-1.5	1	7	117	2
CCOC(=O)C1C(=O)N(C)C2(C)CC1c1ccccc1O2 (stereo not given)	96	-1	105	0	-0.7	3	-1	94	-9
Cc1onc(-c2ccccc2)c1C(=O)N1CCC2(CC1)OCCO2	105	1	107	1	0.2	-2	0	105	-5
Cn1cccc1CN1CCN(C(=O)COc2ccccc2)CC1	107	1	101	0	-3.1	4	9	102	6
CC1=C(C(=O)O)N2C(=O)[C@@H](NC(=O)CCCC(=O)O)[C@H]2SC1	106	3	92	1	-5.6	4	-2	100	36
COC(=O)C1=C(N)Oc2c(c(=O)oc3ccccc23)[C@]12C(=O)N(C)c1ccccc12	102	-1	95	0	1.7	-4	7	110	-3
CCN(CC)P(=O)(NC(=O)C(Cl)(Cl)Cl)N(CC)CC.[Cl-].[Cl-].[Cl-].[Nd+3]	102	6	111	26	-12	5	6	94	8
CC1CC(OC(=O)c2ccccc2)(c2ccccc2)C(C)CN1C (stereo not given)	103	0	97	3	3.7	12	5	100	4
C/C(=C\c1ccc(N(C)C)cc1)[N+](=O)[O-]	102	-54	80	4	1.0	-14	-30	100	26
COc1ccc(NC(=O)N2C[C@@H]3C[C@@H](C2)c2cccc(=O)n2C3)cc1	105	1	97	3	-0.7	1	-1	107	8
O=c1oc2ccccc2c(O)c1[C@H]1c2ccc(O)cc2Oc2c1c(=O)oc1ccccc21	61	5	92	1	-2.4	3	8	60	0
CCCNC(=O)N1[C@H]2CC[C@@H]1C(C(=O)OC)=C(c1ccc(S(C)(=O)=O)cc1)C2	109	10	103	0	-2.5	-4	5	103	-14
Cc1ccc2c(c1)N(C(=O)CCC(=O)N1CCC3(CC1)OCCO3)CC(C)O2 (stereo not given)	108	0	106	2	-5.1	0	-1	106	5
CC(C)C(=O)c1cn(Cc2ccc(C#N)cc2)c2ccccc12	98	0	101	0	0.7	-1	1	88	-7
Cc1c(C(=O)N2CCC3(CC2)OCCO3)sc2ncnc(N(C)c3ccccc3)c12	96	3	98	0	-1.3	2	0	92	3
COC(=O)C1=C(c2ccc(S(C)(=O)=O)cc2)C[C@@H]2CC[C@H]1N2C(=O)NCc1ccc(F)cc1	102	1	104	0	1.2	-1	3	93	30

4 records picked at random from the list so far:
mol	AGP1-GFP MLPCN	MCL1-BIM inh	CR mimetic SO	GRK2 aptamer HTS	MEX-5 binding	GLD-1 TGE inh	Bcl-xL primary	CIT2 TOR yeast	VLA-4 inh
Cc1c(C(=O)N2CCC3(CC2)OCCO3)sc2ncnc(N(C)c3ccccc3)c12	96	3	98	0	-1.3	2	0	92	3
COC(=O)C1=C(N)Oc2c(c(=O)oc3ccccc23)[C@]12C(=O)N(C)c1ccccc12	102	-1	95	0	1.7	-4	7	110	-3
CC1CC(OC(=O)c2ccccc2)(c2ccccc2)C(C)CN1C (stereo not given)	103	0	97	3	3.7	12	5	100	4
COc1ccc(NC(=O)N2C[C@@H]3C[C@@H](C2)c2cccc(=O)n2C3)cc1	105	1	97	3	-0.7	1	-1	107	8

Following part.
mol	AGP1-GFP MLPCN	MCL1-BIM inh	CR mimetic SO	GRK2 aptamer HTS	MEX-5 binding	GLD-1 TGE inh	Bcl-xL primary	CIT2 TOR yeast	VLA-4 inh
CCCN(CCC)C(=O)Cc1c(-c2ccc(Cl)cc2)nc2c(Cl)cc(Cl)cn12	99	-4	102	0	nt	6	8	94	-7
C=CCN1C(=O)c2ccccc2Sc2ccc(C(=O)N3CCC4(CC3)OCCO4)cc21	106	-5	85	0	-1.1	7	3	105	0
CN1[C@@H]2CC[C@H]1CC(OC(=O)C1C=Nc3ccccc31)C2 (stereo not given in full)	110	6	103	0	-0.1	0	5	106	51*
COC(=O)C1=C(c2ccc(S(C)(=O)=O)cc2)C[C@@H]2CC[C@H]1N2C(=O)N1CCC(C)CC1	84	4	97	1	-0.5	3	1	90	16
COc1ccc(OC)c(/C=N/OC(=O)Nc2ccc(Cl)cc2)c1	87	-1	116	0	-1.4	-3	-2	101	4
COc1ccc(CN2CCCCC2c2cccnc2)cc1C (stereo not given)	99	7	114	0	0.9	5	-1	103	6
CCNc1nc(Cl)nc(NC(C)C)n1	104	-14	112	5	-0.8	0	-2	105	1
Cc1nnc2n1-c1ccc(Br)cc1C(c1ccccc1Cl)=NC2	100	5	97	3	0.4	4	-2	102	7
CN1Cc2c(c(C#N)c(N)n(C)c2=S)CC1(C)C	98	103*	95	0	-48*	46*	94*	105	-4
CC(=O)[C@H]1CCC2C3CC[C@H]4C[C@@H](O)CC[C@]4(C)C3CC[C@@]21C (stereo not given in full)	94	nt	99	0	nt	1	nt	95	12
O=P(O)(O)Cc1ccccc1OP(=O)(c1ccccc1)c1ccccc1	117	5	83	0	-1.1	5	1	97	6
CCSc1cc(C2C(C#N)=C(N)Oc3n[nH]c(C)c32)c(C)o1 (stereo not given)	98	5	105	0	-0.1	-2	4	nt	11
CN1C2C=C(N(C(=O)c3ccc(Cl)cc3)c3ccccc3)CC1CC2 (stereo not given)	95	6	105	0	0.5	-1	7	92	-22
CCCCCn1c(=O)c(C(=O)NCc2ccc(Cl)cc2)c(O)c2ccccc21	104	1	98	0	0.0	-3	0	101	-4
COC(=O)C1=C(c2ccc(OC)c(OC)c2)C[C@@H]2CC[C@H]1N2C(=O)NCC1CC1	92	2	111	0	nt	2	2	92	0
c1ccc(-c2[nH]c[n+](CC3CO3)c2-c2ccccc2)cc1 (stereo not given)	103	1	94	0	nt	-1	0	108	-125
CN1CC[C@]23c4c5ccc(O)c4OC2C(O)C=CC3[C@H]1C5 (stereo not given in full)	104	nt	99	2	nt	-2	nt	100	-2
BrCC(Br)C1CCC(Br)C(Br)C1 (stereo not given)	108	5	106	23	nt	-5	2	113	-25
CCC(=O)N1CCN(CCN=Cc2c(O)n(C)c(=O)n(C)c2=O)CC1	98	0	92	2	-0.7	10	1	100	5
CCOP(=O)(OCC)C(NC(=O)c1ccccc1Cl)=C(Cl)Cl	92	3	106	1	-0.6	1	-1	95	4
O=C1NC(=O)N(c2ccccc2)C(=O)/C1=C/c1ccc2c(c1)Cc1ccccc1-2	78	-1	104	2	-2.0	-1	0	84	5
N/C(=N/[N+](=O)[O-])N1CCN(C(=O)c2ccc(Cl)cc2)CC1	97	3	104	0	-2.8	-7	7	102	-4
COc1cc2c(cc1OC)C(C(=O)NC(C)C)C1CCCCN1C2=O (stereo not given)	?	4	82	0	-0.2	-1	2	?	-2
COc1ccccc1N1C(=O)CC(=O)NC1=O	110	-3	103	1	-0.1	-3	4	105	2

New compounds follow.
SMILES	AGP1-GFP MLPCN	MCL1-BIM inh	CR mimetic SO	GRK2 aptamer HTS	MEX-5 binding	GLD-1 TGE inh	Bcl-xL primary	CIT2 TOR yeast	VLA-4 inh
CN(C)CCNC(=O)c1cccn(Cc2cc(C(F)(F)F)cc(C(F)(F)F)c2)c1=O	102	-2	88	0	-1.3	2	3	100	3
COc1ccc(OC)c(N2C(=O)NC(=O)C(CCc3ccncc3)(CCc3ccncc3)C2=O)c1	91	1	93	0	0.5	4	4	89	2
O=C(O)CCn1cc(C=C2C(=O)NC(=O)NC2=O)c(-c2ccc(Br)cc2)n1	89	1	101	0	-0.8	4	5	112	9
Cc1ccnc(NS(=O)(=O)c2ccc(N=Cc3c(O)n(C)c(=O)n(C)c3=O)cc2)n1	105	-33	101	0	4.5	-27	-16	99	0
CCCCNC(=O)Nc1ccc(C(O)(C(=O)OC)C(F)(F)F)cc1 (stereo not given)	97	1	111	0	0.8	5	4	91	5
Cc1cc(OC(=O)c2cccs2)c2c3c(c(=O)oc2c1)CCCC3	106	-6	93	6	2.2	-2	-2	109	-25
Nc1c(C(=O)NCC2CCCO2)c2nc3ccccc3nc2n1Cc1ccco1 (stereo not given)	18[may fluoresce violet]	58*	99	5	-1.2	35*	57*	?	-8
CC(C)CNc1c2c(nc3ccccc13)CCC2	98	0	93	0	-1.2	-6	6	102	-2
CC(C)CCOC(=O)c1c(N)n(CC2CCCO2)c2nc3ccccc3nc12 (stereo not given)	98	0	99	0	0.8	-1	3	98	2
CCCc1[nH]nc2c1C1(C(=O)N(CC(N)=O)c3ccccc31)C(C(=O)OC)=C(N)O2 (stereo not given)	107	1	94	0	-2.4	11	8	114	11
COC(=O)C1=C(c2cccc(OC)c2OC)C[C@@H]2CC[C@H]1N2C(=O)N1CCC(O)CC1	nt	10	nt	nt	-0.1	10	7	nt	nt
COc1ccc(CCC(=O)N2CCC3(CC2)OCCO3)cc1	99	-4	82	1	1.1	11	-3	98	5

As a working copy, some entries already given.
SMILES	AGP1-GFP MLPCN	MCL1-BIM inh	CR mimetic SO	GRK2 aptamer HTS	MEX-5 binding	GLD-1 TGE inh	Bcl-xL primary	CIT2 TOR yeast	VLA-4 inh
COc1ccc(OC)c(/C=N/OC(=O)Nc2ccc(Cl)cc2)c1	87	-1	116	0	-1.4	-3	-2	101	4
COc1ccc(CN2CCCCC2c2cccnc2)cc1C (stereo not given)	99	7	114	0	0.9	5	-1	103	6
